Rtt109 HAT inh = C. albicans Rtt109 histone acetyltransferase inhibition; purified Rtt109/Vps75, ThioGlo CoA-SH fluorescence, 4 h; AID 540336; hit rate 0.16% among 330,000; inhibition, % at 34.9 µM; Q5AAJ8;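 active means inhibition of at least 50% in every replicate; inconclusive means best replicate reaches 50% inhibition but some replicates fall short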
Target sequence (Q5AAJ8 whole entry, looked up): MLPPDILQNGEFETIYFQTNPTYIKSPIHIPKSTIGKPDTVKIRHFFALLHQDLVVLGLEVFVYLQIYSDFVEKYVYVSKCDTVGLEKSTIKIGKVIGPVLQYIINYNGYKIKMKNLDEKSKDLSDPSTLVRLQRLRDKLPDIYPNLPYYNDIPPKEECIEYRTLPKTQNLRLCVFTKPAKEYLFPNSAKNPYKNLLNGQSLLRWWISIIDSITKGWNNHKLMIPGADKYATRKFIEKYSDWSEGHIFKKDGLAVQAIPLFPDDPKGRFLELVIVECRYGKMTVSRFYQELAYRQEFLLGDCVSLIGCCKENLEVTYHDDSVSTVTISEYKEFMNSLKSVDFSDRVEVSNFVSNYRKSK
Wnt bcat act = activators of Wnt/beta-catenin signaling; Wnt/beta-catenin reporter cell assay, activator, plate reader; activation, % at 9.35 µM; hit rate 1.2% among 300,000; AID 743398; in the data active means activation above about 30%, passing the limit was not always enough; inconclusive means no clear call, values can overlap the other calls;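 further: 0% = neutral control wells and 100% = positive control wells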
RTF Ca sens act = increases calcium sensitivity of human cardiac regulated thin filaments; activation, % at 7.2 µM; hit rate 0.24% among 340,000; IANBD-labeled TnC RTF fluorescence at EC20 calcium; 0% EC20 calcium, 100% full calcium; AID 493008; P19429+P45379;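 active means activation above the mean over all tested compounds plus 3 SD, cut at about 30% in these data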;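 further: rise in fluorescence read as greater calcium sensitivity of cardiac thin filaments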
CAL PDZ FP-1 = CAL PDZ (human) peptide binding inhibition; Q9HD26; inhibition, % at 24.9 µM; hit rate 0.92% among 300,000; AID 602252; purified CAL PDZ, TMR-peptide fluorescence polarization, 1 h;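 active means mean inhibition of at least 30% with at least half of replicates also reaching 30%; inconclusive means no clear call, values can overlap the other calls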;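 further: 0% = DMSO neutral control and 100% = excess unlabeled competitor peptide PRC23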
CAL PDZ FP-2 = human CAL PDZ-peptide interaction inhibition; Q9HD26; purified CAL PDZ, TMR-peptide fluorescence polarization, 1 h; inhibition, % at 20 µM; hit rate 0.02% among 330,000; AID 504414;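 active means highest replicate inhibition of at least 40%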;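 further: plate controls were DMSO neutral control wells for no effect and unlabeled competitor peptide control wells for full effect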
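Material: tagged CAL PDZ protein CerCALP, purified; buffer or medium: sodium phosphate/NaCl buffer pH 7.4 with TCEP, IgG, Thesit; also added: fluorescent TMR peptide probe; schedule: 1 h incubation at room temperature before polarization reading; technique: fluorescence polarization from S- and P-plane intensities, G-factor corrected; control set: unlabelled peptide and DMSO controls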
dFosB activator = enhances mouse delta FosB homodimer DNA binding. AID 493131. purified delta FosB, TAMRA-CDK5 oligo fluorescence polarization; percent of positive-control signal above neutral wells. activation, % at 25 µM. hit rate 0.99% among 340,000. P13346;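 active means mean activation above about 17%, with every replicate also reaching it, limit read from the data, passing the limit was not always enough; inconclusive means only one of the two conditions met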;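 further: fluorescence polarization rise as delta FosB binds a TAMRA Cdk5 AP-1 oligo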
Tat export inh = E. coli Tat transport inhibition; E. coli MC4100 TorA-mCherry Tat export, fluorescence; inhibition, % at 10 µM; hit rate 0.036% among 340,000;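 active means mean replicate inhibition at least 50% and at least half of replicates individually reaching 50%; inconclusive means only one of the two criteria met; inactive means neither criterion met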;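 further: exported cargo escapes ClpAP degradation while cytoplasmic cargo is degraded and loses fluorescence; 0% = median of neutral control wells and 100% = median of NaSCN control wells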
CDK5 p35 inh = inhibitors of human CDK5/p35 kinase; Recombinant CDK5/p35, ADP-Glo luminescence, 60 min; inhibition, % at 10 µM; hit rate 0.01% among 330,000; AID 488839;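 active means highest replicate inhibition of at least 50% and at least 75% of replicates reaching 50%; inconclusive means only one of the two criteria met; inactive means both criteria failed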;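 further: plate controls were DMSO neutral control for no effect and GW8510 at 10 µM for full effect; many of its hits are not listed in these tables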
Target sequence (Q00535 whole entry, looked up): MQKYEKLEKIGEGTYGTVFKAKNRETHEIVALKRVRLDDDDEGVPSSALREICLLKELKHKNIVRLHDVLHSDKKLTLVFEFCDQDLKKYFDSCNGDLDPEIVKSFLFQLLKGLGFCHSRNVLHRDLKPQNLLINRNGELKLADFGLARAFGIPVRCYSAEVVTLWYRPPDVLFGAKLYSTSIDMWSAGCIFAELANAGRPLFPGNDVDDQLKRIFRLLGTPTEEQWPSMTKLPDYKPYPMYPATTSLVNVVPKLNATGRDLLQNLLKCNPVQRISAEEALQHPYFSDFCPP
Target sequence (Q15078 whole entry, looked up): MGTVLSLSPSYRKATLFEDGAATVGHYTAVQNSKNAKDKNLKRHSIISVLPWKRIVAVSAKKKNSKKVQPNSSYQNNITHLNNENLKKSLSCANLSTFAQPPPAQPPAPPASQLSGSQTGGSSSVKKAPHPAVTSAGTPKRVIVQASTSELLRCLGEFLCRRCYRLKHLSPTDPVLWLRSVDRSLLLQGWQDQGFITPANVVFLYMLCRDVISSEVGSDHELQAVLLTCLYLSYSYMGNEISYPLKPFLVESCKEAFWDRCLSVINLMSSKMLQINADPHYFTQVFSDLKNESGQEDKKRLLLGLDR
V-ATPase pHluor = yeast V-ATPase proton transport regulation by pHLuorin; hit rate 0.37% among 350,000; response, % at 10 µM; S. cerevisiae, pHLuorin cytosolic pH fluorescence; in the data active means response mostly above about 7.3%, no sharp cut-off; inactive means mostly below about 5.4%; further: actives read high; inactives centre near 0; some compounds called inactive have numbers as strong as hits
MITF TRPM1 HTS = increases MITF-driven TRPM1 promoter luciferase signal | hit rate 0.75% among 300,000 | activation, % at 12.5 µM | SK-MEL-5 TRPM1-promoter luciferase, 24 h; % of positive control, neutral wells = 0;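 active means mean activation of at least 80% with every replicate also reaching 80%; inconclusive means mean reaches 80% but some replicate falls short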;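 further: 0% = neutral control wells and 100% = parthenolide positive control wells; values of inactives mirror those of a sister screen read the other way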
* hit, by the source's call; ? = inconclusive; . = not tested or not shown.

nr	SMILES	Rtt109 HAT inh	Wnt bcat act	RTF Ca sens act	CAL PDZ FP-1	CAL PDZ FP-2
1	COc1cccc2c(=O)n(CC(=O)Nc3ccccc3)ccc12	-9	1	4	.	-0.4
2	COc1cc(CCC(=O)OCC(=O)Nc2ccc(F)cc2F)cc(OC)c1OC	-3	-3	0	-3	-0.1
3	CC(C)(C)CN1C(=O)C(=O)NC[C@H]1Cc1ccc(O)cc1	0	5	-3	2	-0.8
4	Cc1sc2ncn(CC(=O)NCC(=O)N(C)Cc3ccccc3)c(=O)c2c1C	-19	.	10	-1	-3.0
5	Nc1cc(S(=O)(=O)N2CCOCC2)ccc1Oc1cccc(Br)c1	-5	-3	-6	0	0.4
6	Cc1noc(C)c1S(=O)(=O)Nc1ccc(C(=O)NC2CCCCCC2)cc1	5	.	1	0	-1.1
7	COc1cccc(CC2(CO)CCCN(Cc3ccc(CN4CCCCC4)s3)C2)c1 (stereo not given)	-4	-4	-2	-1	-2.1
8	CSc1ccccc1NC(=O)c1ccco1	0	.	-3	.	1.1
9	COC(=O)c1ccccc1Sc1c(/C=N/OC(=O)c2ccccc2)c(C(F)(F)F)nn1C	-1	.	-6	-3	-0.6
10	CCOC(=O)CNC(=O)CSc1nnc(-c2ccco2)n1Cc1ccco1	-6	.	1	-1	-0.9

nr	dFosB activator	Tat export inh	CDK5 p35 inh	V-ATPase pHluor	MITF TRPM1 HTS
1	-1	-8	-0.4	-2	-10
2	2	0	-0.1	0	16
3	8	-2	1.3	2	-3
4	-5	21	4.0	2	-3
5	-9	-9	-0.9	-1	-5
6	-4	18	-0.6	-1	3
7	0	0	-3.0	-2	-8
8	3	-5	-3.7	1	-2
9	-14	6	0.2	-5	-12
10	-2	-8	1.9	-1	-3

Structural class, the compounds so far with a furan ring, fused or not
nr	SMILES	Rtt109 HAT inh	Wnt bcat act	RTF Ca sens act	CAL PDZ FP-1	CAL PDZ FP-2
8	CSc1ccccc1NC(=O)c1ccco1	0	.	-3	.	1.1
10	CCOC(=O)CNC(=O)CSc1nnc(-c2ccco2)n1Cc1ccco1	-6	.	1	-1	-0.9

nr	dFosB activator	Tat export inh	CDK5 p35 inh	V-ATPase pHluor	MITF TRPM1 HTS
8	3	-5	-3.7	1	-2
10	-2	-8	1.9	-1	-3

Following part:
nr	SMILES	Rtt109 HAT inh	Wnt bcat act	RTF Ca sens act	CAL PDZ FP-1	CAL PDZ FP-2
11	Cc1ccccc1Cc1c(C)nc2nc(SCC(=O)NCc3ccco3)nn2c1C	2	.	5	0	-2.3
12	O=c1ccc(-c2ccc(S(=O)(=O)NCC3CCN(Cc4ccccc4F)CC3)s2)n[nH]1	19	-1	0	.	-1.7
13	COc1ccc(C(OC(=O)c2ccco2)C(=O)NCC2CCCO2)cc1 (stereo not given)	-2	-1	-2	-1	-0.6
14	CCOc1ccc(NC(=S)N(CCOC)C(C)c2cccnc2)cc1 (stereo not given)	-2	2	1	-3	0.3
15	CCCC(C(=O)O)N1C(=O)/C(=C/c2cccn2C)SC1=S (stereo not given)	-2	-3	23	-1	-0.5
16	O=C(NCc1ccccc1)c1cccc(NS(=O)(=O)c2cccc3cccnc23)c1	5	3	1	-3	-3.7
17	O=C(CN1C(=O)C2CCCCC2C1=O)N1CCN(c2ncccn2)CC1 (stereo not given)	1	4	-7	3	-0.5
18	O=C(CN(Cc1ccccc1)S(=O)(=O)c1ccc(F)cc1)NCCC1=CCCCC1	-32	.	5	73*	25
19	COc1cc(OC)cc(C(=O)Nc2ccc(N(C)C)c3ccccc23)c1	3	-1	1	-2	0.8
20	COc1ccccc1CNC(=O)CCS(=O)(=O)c1ccc2c(c1)CC(C)N2C(=O)C1CC1 (stereo not given)	-2	-2	0	-3	-2.4

nr	dFosB activator	Tat export inh	CDK5 p35 inh	V-ATPase pHluor	MITF TRPM1 HTS
11	-3	-3	-0.8	2	-5
12	-13	-2	0.9	-2	12
13	11	-1	0.4	3	1
14	0	-3	0.5	-3	4
15	2	-3	0.9	3	-4
16	-3	-1	0.9	3	4
17	1	-11	-0.1	2	-5
18	-10	13	-0.9	3	.
19	-19	3	0.8	-1	-15
20	-9	-4	0.4	-2	0

Later entries:
nr	SMILES	Rtt109 HAT inh	Wnt bcat act	RTF Ca sens act	CAL PDZ FP-1	CAL PDZ FP-2
21	O=C(COc1ccc(Cl)cc1Cl)Nc1ccc(-c2ccc(N3CCOCC3)nn2)cc1	-2	3	-15	-1	-1.7
22	COCCNC(=O)CCc1c(C)nc2c(c(C)nn2-c2ccc(C)cc2)c1C	22	-1	-1	16	0.0
23	COc1ccc(N2CC(NC(=O)NC(C)(C)C)CC2=O)cc1 (stereo not given)	-3	-3	0	1	-1.3
24	O=C1CC(N2CCN(c3ccc(O)cc3)CC2)C(=O)N1c1ccc2c(c1)OCO2 (stereo not given)	9	-8	4	-3	0.1
25	Cc1c(Cl)cnc(NC(=O)COC(=O)C(NC(=O)c2ccco2)C(C)C)c1Cl (stereo not given)	0	-3	2	1	-0.9
26	CCN(C(=O)CSc1nnnn1C)C1CCCCC1	-1	2	-4	-2	0.1
27	O=C(Nc1nc2c(F)c(F)c(F)cc2s1)c1ccco1	-1	25	-2	-1	-0.1
28	CCCCSc1nnc(-c2cc3c(C(F)(F)F)nn(C)c3s2)n1C	-5	-2	-1	-8	-2.1
29	Cc1cccc(CCNS(=O)(=O)c2cc3c(cc2C)NC(=O)CO3)c1	-11	2	4	.	0.5
30	CCCCN(C(=O)C1=NN(c2ccccc2)C(=O)CC1)c1c(N)n(CCC)c(=O)[nH]c1=O	-1	1	-1	5	-1.2

nr	dFosB activator	Tat export inh	CDK5 p35 inh	V-ATPase pHluor	MITF TRPM1 HTS
21	42*	1	0.1	-4	25
22	4	3	0.3	1	-12
23	0	-1	2.8	0	-10
24	-10	-8	1.3	2	3
25	-10	-1	-2.9	5	2
26	-2	12	1.6	3	-3
27	30*	-6	0.1	0	?
28	-4	0	-2.6	7	9
29	-12	5	-0.2	-3	-6
30	-1	-1	-0.9	-1	.

Further compounds follow:
nr	SMILES	Rtt109 HAT inh	Wnt bcat act	RTF Ca sens act	CAL PDZ FP-1	CAL PDZ FP-2
31	O=C(CNC(=O)c1ccccc1F)NCCc1ccc(Cl)cc1Cl	9	-1	-7	4	-2.0
32	O=C(Nc1ccc(-c2csnn2)cc1)C(Cl)(Cl)Cl	-4	0	-3	-4	-0.5
33	Cc1ccc(NC(=O)C2CCN(C(=O)OC(C)(C)C)CC2)cc1S(=O)(=O)N1CCCCC1	-1	-2	0	1	-1.0
34	Cc1cc(Cl)ccc1OCC(=O)N/N=C/c1ccncc1	-4	-4	-2	-2	-0.7
35	CSc1ccccc1C(=O)NC1CCCC1	9	0	10	.	-2.2
36	CCN(CC)S(=O)(=O)c1ccc(Cl)c(NC(=O)COC(=O)c2ccc(O)cc2)c1	-7	-3	-3	-8	-3.4
37	Cc1ccc(Cn2nnc3c(=O)[nH]c(C4CCN(S(=O)(=O)c5ccc(F)cc5)CC4)nc32)cc1	-5	.	4	.	-1.0
38	O=C(c1cc([N+](=O)[O-])ccc1N1CCOCC1)N1CCN(c2ccc([N+](=O)[O-])cc2)CC1	-6	-2	-11	-3	-1.6
39	COC(=O)NCc1ccc(CNC(=O)OC)cc1	-2	.	-1	-3	0.8
40	NS(=O)(=O)c1ccc(N/C=C\C(=O)c2cccc3ccccc23)cc1	-7	.	1	-5	-1.0

nr	dFosB activator	Tat export inh	CDK5 p35 inh	V-ATPase pHluor	MITF TRPM1 HTS
31	0	-8	1.0	3	4
32	-4	-1	0.8	8	22
33	-5	-16	-0.7	2	6
34	-11	2	-3.0	-6	.
35	-4	4	0.1	-1	-1
36	-18	-13	-3.1	-5	6
37	-1	6	-0.3	1	3
38	-6	-4	1.5	-1	3
39	3	1	-3.0	17	-6
40	-11	-10	0.4	-6	36

(more compounds)
nr	SMILES	Rtt109 HAT inh	Wnt bcat act	RTF Ca sens act	CAL PDZ FP-1	CAL PDZ FP-2
41	CCc1ccc(C(=O)Nc2ccc3nc(C)ccc3c2)cc1	4	10	1	-4	-4.2
42	COc1ccccc1NC(=O)c1ccc(NC(=O)c2ccc(=O)[nH]c2)cc1	2	1	2	-1	-1.3
43	Cc1onc(-c2ccccc2)c1C(=O)Nc1ccc2c(c1)OCCO2	0	-2	6	-2	-0.7
44	Cc1ccc2nc(-c3ccccc3)cc(C(=O)O)c2c1	.	4	0	-1	-1.5
45	CN(Cc1cccc(F)c1)C(=O)CSc1nnnn1C1CC1	13	3	0	-2	-2.7
46	COc1ccccc1NC(=O)CCN1C(=O)c2ccccc2C1=O	5	-2	-1	1	0.8
47	COc1ccc(N(C(=O)C(C)C)S(=O)(=O)c2ccc3ccccc3c2)cc1	1	-1	-5	-1	-2.1
48	CCOC(=O)Cc1csc(NC(=O)COc2cccc(C)c2)n1	-11	-1	-3	-3	-2.5
49	NC(N)=NN=C(c1ccc(F)cc1)c1ccc(C(F)(F)F)cc1	-6	-6	-7	-1	-1.8
50	CC(=O)Oc1ccc(-c2csc(Nc3cccc(C)n3)n2)cc1	-5	15	6	-2	-0.6
51	COc1ccc(OC)c(NC(=O)c2cccnc2Sc2cc(C)ccc2C)c1	1	7	9	-1	-2.2
52	COc1ccc(OC)c(-c2csc(NC(=O)Cc3cc(OC)c(OC)c(OC)c3)n2)c1	-4	-9	0	.	0.3
53	COc1ccccc1C1(O)C(=O)Nc2ccccc21 (stereo not given)	.	1	1	0	-0.3

nr	dFosB activator	Tat export inh	CDK5 p35 inh	V-ATPase pHluor	MITF TRPM1 HTS
41	-30	2	1.2	3	99*
42	3	2	0.8	1	1
43	2	-10	-1.2	-1	-2
44	-5	0	0.9	2	.
45	1	-6	2.7	-3	-2
46	1	3	-0.5	-1	2
47	-8	5	-0.7	1	9
48	-4	0	-1.6	0	5
49	-8	-9	0.6	0	.
50	-3	-7	-2.1	-2	.
51	-2	-23	-0.9	-3	9
52	-1	2	1.2	0	-4
53	6	-4	-4.7	4	-15

5 records picked at random from the list so far:
nr	SMILES	Rtt109 HAT inh	Wnt bcat act	RTF Ca sens act	CAL PDZ FP-1	CAL PDZ FP-2
49	NC(N)=NN=C(c1ccc(F)cc1)c1ccc(C(F)(F)F)cc1	-6	-6	-7	-1	-1.8
43	Cc1onc(-c2ccccc2)c1C(=O)Nc1ccc2c(c1)OCCO2	0	-2	6	-2	-0.7
51	COc1ccc(OC)c(NC(=O)c2cccnc2Sc2cc(C)ccc2C)c1	1	7	9	-1	-2.2
53	COc1ccccc1C1(O)C(=O)Nc2ccccc21 (stereo not given)	.	1	1	0	-0.3
50	CC(=O)Oc1ccc(-c2csc(Nc3cccc(C)n3)n2)cc1	-5	15	6	-2	-0.6

nr	dFosB activator	Tat export inh	CDK5 p35 inh	V-ATPase pHluor	MITF TRPM1 HTS
49	-8	-9	0.6	0	.
43	2	-10	-1.2	-1	-2
51	-2	-23	-0.9	-3	9
53	6	-4	-4.7	4	-15
50	-3	-7	-2.1	-2	.

Screens from PubChem BioAssay.
